# FLuc counter: counter-screen for miR-21 project: firefly luciferase inhibitors or activators; purified FLuc, Km substrates, luminescence inhibition; Potency, µM (doses to about 57.5 µM), inactives show at the highest dose activity change, negative = inhibition, actives largely listed as inhibitors; 360,000 compounds, 6.9% hits; P08659; active = well fitted inhibition curve with a large enough effect; inconclusive = small, poorly fitted or top-dose-only effect;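 also: plate controls were vehicle for no effect and reference inhibitor for full effect; nearly all actives have a fitted effect of over 55% in size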
# Target sequence (P08659 whole entry, looked up): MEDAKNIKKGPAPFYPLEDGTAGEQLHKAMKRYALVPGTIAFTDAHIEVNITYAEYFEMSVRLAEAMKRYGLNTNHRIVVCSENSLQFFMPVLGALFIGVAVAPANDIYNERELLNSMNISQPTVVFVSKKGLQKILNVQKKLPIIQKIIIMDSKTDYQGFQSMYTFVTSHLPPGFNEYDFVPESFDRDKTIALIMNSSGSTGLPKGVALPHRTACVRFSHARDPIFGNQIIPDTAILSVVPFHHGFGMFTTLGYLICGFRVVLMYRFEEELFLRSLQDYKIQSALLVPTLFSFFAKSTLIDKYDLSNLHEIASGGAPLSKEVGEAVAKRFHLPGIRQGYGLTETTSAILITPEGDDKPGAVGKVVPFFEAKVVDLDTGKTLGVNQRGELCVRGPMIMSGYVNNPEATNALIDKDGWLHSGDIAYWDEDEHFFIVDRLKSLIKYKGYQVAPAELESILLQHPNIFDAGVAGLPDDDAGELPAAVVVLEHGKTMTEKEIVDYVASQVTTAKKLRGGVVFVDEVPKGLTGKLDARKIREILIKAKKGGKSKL
#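 Biochemical qHTS of compounds, final roughly 60 µM downward over six points, against 10 nM purified firefly luciferase using Km concentrations of substrates (10 uM D-luciferin, 10 uM ATP) in Tris acetate pH 7.5 buffer; luminescence output.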
# * = called active by the depositor; ? = inconclusive. Potency is read from the fitted curve at half-maximal effect. Some of the compounds tested (hit frequency here may not be typical).
COc1cc(Cl)c(C)cc1NC(=O)CCc1nc2cccnc2n1-c1ccccc1
  FLuc counter: 5%
Cc1cc(OCC(=O)NC(Cc2c[nH]c3ccccc23)C(=O)O)ccc1Cl (configuration not stated)
  FLuc counter: ?
CCCCOc1ccc(C(=O)Nc2onc3c2CCCC3)cc1
  FLuc counter: 1.7µM*
O=C(OCC1CCCO1)c1ccc2c(c1)N(Cc1cccc(F)c1)C(=O)c1ccccc1S2(=O)=O (configuration not stated)
  FLuc counter: -1%
COC(=O)c1ccc(-n2nnc(-c3nc(-c4ccccc4Cl)no3)c2C)cc1
  FLuc counter: 4%
COc1ccc(CCNC(=O)CSCc2nc(-c3ccc(OC)c(OC)c3)oc2C)cc1OC
  FLuc counter: -6%
Cc1ccc(NC(=O)Nc2ccc3nc(N4CCN(C)CC4)cc(C)c3c2)cc1F
  FLuc counter: -2%
Cc1ccc(C2=Nc3ccccc3NC(c3ccncc3)=N2)cc1
  FLuc counter: -9%
Cc1ccc(CNC(=O)c2ccc3c(c2)CCN3S(=O)(=O)c2ccc(Br)cc2)cc1
  FLuc counter: -2%
COc1ccc(NC(=O)c2c(NC(=O)c3ccc(Br)cc3)sc3c2CCCC3)cc1
  FLuc counter: ?
COc1ccc(OCc2ccc(-c3nc(C#N)c(N4CCN(c5ccccc5)CC4)o3)o2)cc1
  FLuc counter: -2%
O=C(NCC(c1cccnc1)N1CCc2ccccc21)c1cccc(F)c1 (configuration not stated)
  FLuc counter: -3%
CCOc1ccc(NS(=O)(=O)c2ccc3[nH]c4c(c3c2)CCCCC4)cc1
  FLuc counter: -3%
COCCNC(=O)c1c(NC(=O)c2cc(=O)c3cc(C)cc(C)c3o2)sc2c1CCCC2
  FLuc counter: -2%
Cc1ccc2scc(N3CCN(c4ccccc4)CC3)c(=O)c2c1
  FLuc counter: 17µM*

O=C(Cc1ccccc1)Nc1sc2c(c1C(=O)Nc1ccccc1Cl)CCCCC2
  FLuc counter: -12%
COc1cccc(CNC(=O)c2nn(C)c3c2CS(=O)(=O)c2ccccc2-3)c1
  FLuc counter: -24%
CC(=O)N1CCC(N(Cc2ccco2)C(=O)Nc2cccc(C)c2)CC1
  FLuc counter: -1%
CCCS(=O)(=O)c1c(Nc2ccccc2C)sc(C(=O)c2ccccc2)c1N
  FLuc counter: 1%
CCN1CCN(c2ccc(NS(=O)(=O)c3c(C)nc4sccn4c3=O)cc2Cl)CC1
  FLuc counter: 6%
CCOC(=O)c1ccc(NC(=O)CCS(=O)(=O)c2ccc(C)cc2)cc1
  FLuc counter: -1%
Cc1ccc(NC(=O)Cn2c(=O)n(Cc3nc(-c4ccccc4)no3)c(=O)c3cc4c(cc32)OCO4)cc1C
  FLuc counter: 0%
CC(C)(C)c1ccc(OCC(=O)NC(Cc2c[nH]c3ccccc23)C(=O)O)cc1 (configuration not stated)
  FLuc counter: ?
CCC1CN(C(=O)N2CCC(C(=O)N(C)Cc3ccccc3)CC2)c2ccccc2O1 (configuration not stated)
  FLuc counter: ?
COc1ccc(NC(=O)c2sc3nc4c(cc3c2N)CN(Cc2ccccc2)CC4)cc1OC
  FLuc counter: -1%
CCOc1cc2[nH]c(=O)n(CCCCCC(=O)NC(C)CC)c(=O)c2cc1OCC (configuration not stated)
  FLuc counter: -2%
Cc1ccc(C)c(N2CCN(CCCNC(=O)C3COc4ccccc4C3)CC2)c1 (configuration not stated)
  FLuc counter: -5%
O=C(Nc1ccc(N2CCC(c3ccccc3)C2)c(C(=O)O)c1)c1ccc(Cl)cc1 (configuration not stated)
  FLuc counter: ?
Cc1cccc(OCC(=O)N(Cc2sccc2C)C2CCS(=O)(=O)C2)c1 (configuration not stated)
  FLuc counter: 0%
COc1ccccc1-c1nc2c(c(SCc3ccc(F)cc3Cl)n1)Cc1c(CO)cnc(C)c1O2
  FLuc counter: -4%

# Pulled by structure from above, 2 records:
COCCNC(=O)c1c(NC(=O)c2cc(=O)c3cc(C)cc(C)c3o2)sc2c1CCCC2
  FLuc counter: -2%
Cc1ccc(NC(=O)Cn2c(=O)n(Cc3nc(-c4ccccc4)no3)c(=O)c3cc4c(cc32)OCO4)cc1C
  FLuc counter: 0%

# Additional entries follow:
CCc1ccc(CNC(=O)c2cnc3sc(N4CCOCC4)nn3c2=O)cc1
  FLuc counter: 3%
Cc1nc2ccc(S(=O)(=O)N(CC(=O)Nc3ccc(F)cc3F)Cc3ccccc3)cc2s1
  FLuc counter: -13%
Cc1ccc(N2CCN(C(=O)c3ccc(Nc4nc5ccccc5n5nnnc45)cc3)CC2)c(C)c1
  FLuc counter: 2%
COc1ccccc1NC(=O)c1ccc2[nH]c(C)cc(=O)c2c1
  FLuc counter: -2%
O=C(CN1C(=O)COc2ccccc21)NCCc1ccc(Cl)cc1
  FLuc counter: -19%
COc1cc(C2CC(=O)Nc3c2c(=O)[nH]c2ncnn32)ccc1O (configuration not stated)
  FLuc counter: -2%
Cc1ccc(-n2nc(C)c3c(C)cc(=O)n(CC(=O)Nc4ccc(C(C)C)cc4)c32)cc1
  FLuc counter: -1%
Cc1oc2ncnc(N3CCCCC3)c2c1C(=O)Nc1cccc(Cl)c1C
  FLuc counter: -6%
COc1ccc(C2CC(=O)Nc3c2c(C)nn3-c2nc(C)cc(C)n2)c(OC)c1OC (configuration not stated)
  FLuc counter: -5%
CC(C)N(Cc1ccccc1)C(=O)C1CCCN(c2ncnc3onc(-c4ccc(F)cc4)c23)C1 (configuration not stated)
  FLuc counter: -2%
COc1ccc(Cl)cc1NS(=O)(=O)c1ccc2[nH]c3c(c2c1)CCCC3
  FLuc counter: 2%
CCN(CC)c1ccc2cc(-c3nc4sc5c(c4c(=O)[nH]3)CCC(C(C)(C)C)C5)c(=O)oc2c1 (configuration not stated)
  FLuc counter: -9%
Cn1c(CNC(=O)CSc2nc(-c3cccc(Cl)c3)nc3cc(=O)[nH]n23)nc2ccccc21
  FLuc counter: -3%
O=C(Cn1cc(SCc2ccc(Cl)cc2)c2ccccc21)N1CCCC1
  FLuc counter: ?
CC(C)(C)OC(=O)N1CCC(c2c(C(=O)NCCN3CCOCC3)cnn2-c2ccccc2)CC1
  FLuc counter: 2%

# The last 6 records of the section before are carried over, then new ones follow:
CC(C)N(Cc1ccccc1)C(=O)C1CCCN(c2ncnc3onc(-c4ccc(F)cc4)c23)C1 (configuration not stated)
  FLuc counter: -2%
COc1ccc(Cl)cc1NS(=O)(=O)c1ccc2[nH]c3c(c2c1)CCCC3
  FLuc counter: 2%
CCN(CC)c1ccc2cc(-c3nc4sc5c(c4c(=O)[nH]3)CCC(C(C)(C)C)C5)c(=O)oc2c1 (configuration not stated)
  FLuc counter: -9%
Cn1c(CNC(=O)CSc2nc(-c3cccc(Cl)c3)nc3cc(=O)[nH]n23)nc2ccccc21
  FLuc counter: -3%
O=C(Cn1cc(SCc2ccc(Cl)cc2)c2ccccc21)N1CCCC1
  FLuc counter: ?
CC(C)(C)OC(=O)N1CCC(c2c(C(=O)NCCN3CCOCC3)cnn2-c2ccccc2)CC1
  FLuc counter: 2%
CCOc1ccc(CNC(=O)CCc2c(C)nn(-c3ccc(N4CCCCC4)nn3)c2C)cc1
  FLuc counter: ?
Cc1ccc(NC(=O)Cn2cc(S(=O)(=O)Cc3ccccc3)c3ccccc32)cc1C
  FLuc counter: ?
COc1ccccc1CCNC(=O)C(=O)NCC(c1cccnc1)N1CCN(c2ccccc2)CC1 (configuration not stated)
  FLuc counter: 2%
CCc1ccc(S(=O)(=O)Nc2ccc(-c3ccc(N4CCCC4)nn3)cc2)cc1
  FLuc counter: 1%
CC(C)(C)c1ccc(C(=O)NC(Cc2c[nH]c3ccccc23)C(=O)OCC(=O)c2ccccc2)cc1 (configuration not stated)
  FLuc counter: ?
COc1ccccc1/C=C/c1nc(C#N)c(NCc2ccccc2)o1
  FLuc counter: ?
Cn1c(=O)c2c(SCC(=O)NCC3CCCO3)nc(-c3cccc(F)c3)nc2n(C)c1=O (configuration not stated)
  FLuc counter: 1%
COc1cc(NC(=O)c2ccc(C(=O)Nc3cc(OC)c(Cl)cc3OC)cc2)c(OC)cc1Cl
  FLuc counter: 0%
Cc1ccc(-c2ccc(=O)n(CC(=O)Nc3ccc(F)c(Cl)c3)n2)cc1C
  FLuc counter: -3%
O=C(Cc1cccs1)NC1CC(=O)N(c2cccc(F)c2)C1 (configuration not stated)
  FLuc counter: -1%
Fc1ccc2c(c1)NC(c1ccncc1)=NC(c1cccs1)=N2
  FLuc counter: -6%
Cc1nn(-c2ccc(N3CCCCC3)nn2)c(C)c1CCC(=O)NCc1ccc(OC(C)C)cc1
  FLuc counter: -16%
O=C(COc1ccccc1)Nc1ccc2nc(SCC(=O)N3CCOCC3)sc2c1
  FLuc counter: ?
COc1ccc(C2=C(C(C)=O)Sc3nnc(-c4ccc(Cl)cc4)n3N2C(C)=O)cc1OC
  FLuc counter: 0%
Cc1ccc2nc(-c3ccsc3)c(Nc3ccc(C(C)C)cc3)n2c1
  FLuc counter: -1%

CC12CN3CC(c4ccccc4)(CN(C1)C3c1ccc(Cl)cc1)C2=O (configuration not stated)
  FLuc counter: 4%
C=CCc1cccc2cc(-c3nc4ccc(C(=O)O)cc4[nH]3)c(=O)oc12
  FLuc counter: 0.43µM*
Cc1cc(N2CCCCC2)nc2ccc(NC(=O)/C=C/c3ccc(OCCC(C)C)cc3)cc12
  FLuc counter: 0%
COc1ccccc1Nc1c2c(nc3ccc(NC(=O)c4cccc(OC)c4OC)cc13)CCCC2
  FLuc counter: 6%
COc1ccc(CNS(=O)(=O)c2cnc(N)nc2)c(OC)c1
  FLuc counter: -1%
Cc1ccc(C)c(NC(=O)CN2C(=O)CCc3ccccc32)c1
  FLuc counter: ?
CNS(=O)(=O)c1cn(CC(=O)Nc2ccc(OC)cc2OC)cc1S(=O)(=O)NC
  FLuc counter: -2%
CC1=C(c2ccc(C)c(C)c2)S(=O)(=O)N=C1N1CCC(C(=O)NCCc2ccco2)CC1
  FLuc counter: 1%
CCC1CN(S(=O)(=O)c2cc(-c3cc(C)no3)ccc2C)c2cc(Cl)ccc2O1 (configuration not stated)
  FLuc counter: -1%
COc1ccc(CNc2ncnc3c2cnn3-c2ccc(C)c(C)c2)cc1
  FLuc counter: -7%
COc1ccc(-c2nc(SCC(=O)Nc3ccc4c(c3)OCCO4)c(-c3ccc(C)cc3)[nH]2)cc1OC
  FLuc counter: ?
COc1ccc(CNC(=O)C2CCN(c3nnc(-n4c(C)ccc4C)s3)CC2)c(OC)c1
  FLuc counter: -2%
O=C1CN(C(=O)c2ccc(Cl)cc2Cl)C(c2ccc(F)cc2)c2cc(F)ccc2N1 (configuration not stated)
  FLuc counter: 4%
COc1cccc(/C=C(\C#N)C(=O)Nc2ccc(NC(C)=O)cc2)c1OC
  FLuc counter: -4%
O=C(Nc1ccc(Br)cc1F)N1CCC(CN2CCCC2)CC1
  FLuc counter: -1%

Cc1cc(C)c2c(=O)cc(C(=O)Nc3sc4c(c3C(=O)NCC3CCCO3)CCCC4)oc2c1 (configuration not stated)
  FLuc counter: 0%
Cc1ccccc1NC(=O)CSc1nc(=O)n(CCN2CCOCC2)c2c1CCC2
  FLuc counter: 5%
COc1ccc(NS(=O)(=O)c2ccc(NC(=O)N3CCCC3)cc2)cc1
  FLuc counter: -7%
CCOC(=O)c1c(NC(C)=O)c2c3c(sc2n1Cc1nc(-c2cccc(Cl)c2)oc1C)CCCC3
  FLuc counter: 0%
COc1ccc(-c2noc(N3CCC(C(=O)N4CCN(c5ccccc5OC)CC4)CC3)n2)cc1
  FLuc counter: ?
COc1cc2c(cc1OC)C(c1ccc(F)cc1)N(c1cccc(C#N)c1)C(=O)C2 (configuration not stated)
  FLuc counter: -5%
CCCC(=O)C1=C(c2ccc(C)cc2)N(C(=O)CCC)n2cnnc2S1
  FLuc counter: 2%
COc1ccc(C(=O)CCC(=O)Nc2ccccc2C)cc1
  FLuc counter: -8%
Cc1c(CCC(=O)N2CCCCC2)c(=O)oc2cc3occ(C(C)(C)C)c3cc12
  FLuc counter: -16%
COc1ccc(-c2nc3n(n2)C(c2ccccc2OC)C(C(=O)Nc2cccnc2)=C(C)N3)cc1 (configuration not stated)
  FLuc counter: 0%
COc1ccccc1-c1cc(C(F)(F)F)nc(S(=O)(=O)CCCC(=O)Nc2cc(C)ccc2O)n1
  FLuc counter: 2%
COc1ccc(NC(=O)c2cc(C3CC3)nc3c2c(C)nn3-c2ccccc2)c(OC)c1
  FLuc counter: -6%
COc1ccc(-c2nc(CS(=O)CC(=O)NCc3ccccc3OC)c(C)o2)cc1 (configuration not stated)
  FLuc counter: -16%
CCOc1ccc(C(=O)NCC(c2cccs2)S(=O)(=O)c2ccccc2)cc1 (configuration not stated)
  FLuc counter: -8%
O=C(NCCc1ccc(F)cc1)C(=O)NCC(c1cccs1)S(=O)(=O)c1cccs1 (configuration not stated)
  FLuc counter: -8%

O=C(Cn1ncc2c3ccccc3n(Cc3ccccc3F)c2c1=O)NCCCc1ccccc1
  FLuc counter: 3%
COc1ccc(OCCn2c(C3CC(=O)N(c4ccc(F)cc4)C3)nc3ccccc32)cc1 (configuration not stated)
  FLuc counter: -2%
Oc1c(Br)cc(Br)cc1-c1nc2ccccc2s1
  FLuc counter: 7.6µM*
O=C(NCc1ccccc1)c1ccc(CSc2nc3cccnc3n2Cc2ccccc2F)cc1
  FLuc counter: -14%
COc1ccc(C(=O)c2c(N)c(C(=O)Nc3cccc(OC)c3)c3ccccn23)cc1
  FLuc counter: 1%
COc1ccc(C(=O)N2c3ccccc3C(C)(c3ccc(Cl)cc3)CC2(C)C)cc1 (configuration not stated)
  FLuc counter: 2%
COCCCNC(=O)c1ccc(CSc2nc3cccnc3n2Cc2ccc(OC)cc2)cc1
  FLuc counter: ?
COc1cccc(C(c2sc3nc(-c4ccco4)nn3c2O)N2CCC(C)CC2)c1 (configuration not stated)
  FLuc counter: ?
COc1cc(-c2cc3n(C)c(C)c(CCC(=O)NC4CCC(C)CC4)c(=O)n3n2)cc(OC)c1OC (configuration not stated)
  FLuc counter: 1%
CCc1sc(Nc2cccc(C)c2)nc1-c1cc2cccc(OC)c2oc1=O
  FLuc counter: 7.6µM*
COC(=O)c1cc2oc3ccccc3c2n1CC(=O)Nc1ccc(F)c(Cl)c1
  FLuc counter: -14%

# Compound activity (PubChem)
